GPR55 activation: GPR55 agonists via beta-arrestin recruitment, primary screen, imaging, U2OS cells, beta-arrestin-GFP redistribution (AID 1961); U2OS GPR55 beta-arrestin-GFP redistribution imaging; higher % means a stronger effect; activation, % at 10 µM, or EC50 in µM where a hit was titrated; 290,000 tested, 0.048% active;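 active = activation above 40% with more than 50 cells counted in the well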;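 note: U2OS osteosarcoma cells stably expressing GPR55 and beta-arrestin-GFP; plate controls were DMSO negative control for no effect and LPI positive control for full effect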
GPR55 antagonists: GPR55 antagonists blocking LPI-driven arrestin recruitment, primary screen, imaging, U2OS, beta-arrestin-GFP, LPI agonist (AID 2013); G-protein coupled receptor 55 (Homo sapiens); U2OS GPR55 beta-arrestin-GFP translocation imaging, LPI antagonism; higher % means a stronger effect; inhibition, % at 10 µM, or IC50 in µM where a hit was titrated; 290,000 tested, 0.13% active;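 active = spots per cell inhibited over 60%, with over 100 cells counted and total cytoplasm intensity under 500,000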;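 note: U2OS cells stably carrying GPR55 and arrestin-GFP stimulated by 5 µM LPI near EC80; imaged beta-arrestin-GFP aggregate spots per cell after agonist stimulation; plate controls were LPI-stimulated DMSO wells for no effect and DMSO wells without LPI for full effect; some results filed as inactive read as strong as hits; confirmed hits need IC50 under 10 µM and bright autofluorescent wells are also inconclusive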
HEK293 NOD2/NF-kB: NOD2 signaling inhibitors, cell-based, luminescence, uHTS, HEK293 (AID 1566) | HEK293 NOD2/NF-kB luciferase reporter, luminescence; higher % means a stronger effect | inhibition, % at 4 µM; hits with a dose series show EC50 in µM | 290,000 tested, 0.63% active; note: many of its hits are not listed in these tables
NOD1 NF-kB reporter: NOD1 signaling inhibitors, primary screen, cell-based, luminescence, uHTS (AID 1578); NOD1-driven NF-kB luciferase reporter cells, luminescence; higher % means a stronger effect; one-dose inhibition, % at 4 µM; EC50 in µM for titrated hits; 290,000 tested, 1% active; in the data active = inhibition mostly above about 36%, no sharp cut-off; inactive = mostly below about 34%;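 note: HEK-293T reporter cells stimulated with the NOD1 agonist gamma-tri-DAP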
HIV fusion peptide: inhibitors of HIV fusion peptide binding, primary screen, biochemical, uHTS, fluorescence dequenching (AID 1986); cell-free peptide binding, fluorescence dequenching, 30 min; higher % means a stronger effect; one-dose inhibition, % at 20 µM; IC50 in µM for titrated hits; 290,000 tested, 0.3% active; in the data active = inhibition mostly above about 52%, no sharp cut-off; inactive = mostly below about 76%; note: some results filed as inactive read as strong as hits
KOR beta-arrestin-1: KOR agonists, beta-arrestin recruitment, primary screen, cell-based, luminescence, uHTS (AID 1777) | Kappa-type opioid receptor (Homo sapiens) | KOR beta-arrestin recruitment, luminescence; higher % means a stronger effect | activation, % at 10 µM, or EC50 in µM where a hit was titrated | 280,000 tested, 0.02% active; in the data active = activation above about 50%, passing the limit was not always enough; note: a part of the inactive calls stands beside numbers as strong as those of hits
KOR beta-arrestin-2: KOR antagonists, beta-arrestin recruitment, cell-based, luminescence, uHTS (AID 1778); Kappa-type opioid receptor (Homo sapiens); KOR beta-arrestin recruitment, luminescence, antagonist mode; higher % means a stronger effect; inhibition, % at 10 µM, or IC50 in µM where a hit was titrated; 290,000 tested, 0.091% active; note: strong numbers were not always called active
Myeloid diff MLP: induction of myeloid progenitor differentiation, primary screen, cell-based, flow cytometry, MLPCN library. ER-HoxA9 myeloid progenitors, lysozyme-GFP differentiation. calls only at 10 µM. 360,000 tested, 1% active. AID 624256, 2012;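 active = normalized GFP-positive differentiation at or above the plate's own cutoff, the solvent-only control mean plus 3 SD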;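 note: cells exposed to compound for four days before flow analysis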
GPR35 antagonists: GPR35 antagonists blocking zaprinast-driven arrestin recruitment, primary screen, imaging, U2OS, beta-arrestin-GFP, zaprinast agonist (AID 2058); G-protein coupled receptor 35 (Homo sapiens); U2OS GPR35 beta-arrestin-GFP translocation imaging, zaprinast antagonism; higher % means a stronger effect; inhibition, % at 10 µM; hits with a dose series show IC50 in µM; 290,000 tested, 0.052% active;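 active = inhibition of at least 50% with at least 30 cells and total cytoplasm GFP at most 10,000,000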
Myeloid diff MLP GFP+ MAC1+ %: second read-out of Myeloid diff MLP, no call of its own (marks repeat the call); GFP+ MAC1+ double positive, %; measured here: differentiation confirmed by MAC1 staining
Numbers without * were called inactive; i = inactive; . = no result given; [ ] = remark or other dose. Cut-off read from the data, not from the text of the source, unless noted: active = inhibition above about 50%; inactive = the rest. The list is partial; rates above refer to the full screens.

cpd	structure	GPR55 activation	GPR55 antagonists	HEK293 NOD2/NF-kB	NOD1 NF-kB reporter	HIV fusion peptide
1	O=C(O)CCCNC(=O)c1nn(Cc2ccccc2)c(=O)c2ccccc12	0.2%	5%	-8%	-29%	-0.8%
2	NC(=O)C1CCCNC1 (stereo unspecified)	0.3%	-13%	-6%	-4%	-1.1%
3	COC(=O)CCCCCCCCC(O)C[N+]1(C)CCOCC1 (stereo unspecified)	0.8%	5%	4%	-3%	0.2%
4	CCc1ccc2c(c1)C(=O)C(=O)N2CC(=O)Nc1ccc(NC(=O)c2ccccn2)cc1	0.0%	14%	15%	-8%	-2.9%
5	COc1ccc(Cc2nnc(NC(=O)Nc3ccccc3)s2)cc1OC	-0.1%	2%	19%	-7%	-0.2%
6	O=C(O)c1ccccc1P(=O)(c1ccccc1)c1ccccc1	-0.5%	-4%	0%	-37%	-1.3%
7	O=C(O)C1CCc2sc3[nH]c(=S)n(-c4ccccc4)c(=O)c3c21 (stereo unspecified)	-0.1%	3%	-1%	-4%	2.5%
8	COc1ccc2[nH]c(C(=O)O)c(CCC(=O)O)c2c1	-0.1%	12%	-5%	-14%	8.8%

cpd	KOR beta-arrestin-1	KOR beta-arrestin-2	Myeloid diff MLP	Myeloid diff MLP GFP+ MAC1+ %	GPR35 antagonists
1	-3.5%	-32%	i	2.9	4%
2	1.7%	-2%	i	3.0	13%
3	-2.3%	20%	i	0.6	-5%
4	0.2%	14%[20 µM]	i	0.1	13%
5	0.7%	69%	i	0.5	10%
6	2.9%	-2%	i	0.1	-11%
7	.	-9%	i	0.8	-5%
8	0.6%	29%	i	0.8	-2%

Compounds shown so far that have an aryl methoxy group (two):
cpd	structure	GPR55 activation	GPR55 antagonists	HEK293 NOD2/NF-kB	NOD1 NF-kB reporter	HIV fusion peptide
5	COc1ccc(Cc2nnc(NC(=O)Nc3ccccc3)s2)cc1OC	-0.1%	2%	19%	-7%	-0.2%
8	COc1ccc2[nH]c(C(=O)O)c(CCC(=O)O)c2c1	-0.1%	12%	-5%	-14%	8.8%

cpd	KOR beta-arrestin-1	KOR beta-arrestin-2	Myeloid diff MLP	Myeloid diff MLP GFP+ MAC1+ %	GPR35 antagonists
5	0.7%	69%	i	0.5	10%
8	0.6%	29%	i	0.8	-2%

The list continues.
cpd	structure	GPR55 activation	GPR55 antagonists	HEK293 NOD2/NF-kB	NOD1 NF-kB reporter	HIV fusion peptide
9	COC(=O)NCC(c1cccnc1)N1CCN(c2ccccc2OC)CC1 (stereo unspecified)	-0.1%	2%	2%	9%	-1.6%
10	O=S(=O)(Cc1cc(N2CCOCC2)nc(-c2ccccn2)n1)c1ccccc1	-0.6%	3%	-9%	4%	0.0%
11	O=C(COc1ccc(S(=O)(=O)N2CCCC2)cc1Cl)NCc1ccco1	-0.1%	1%	-3%	-14%	-1.5%
12	NC(=O)C1CCN(C(=O)c2ccccc2SCC(=O)NCC2CCCCC2)CC1	0.0%	9%	-10%	-31%	1.7%
13	CN1CC(=O)NC1=NC(=O)c1cc(F)c(F)cc1Cl	0.4%	2%	-20%	-12%	-1.4%
14	CC(C)c1nc(-c2ccccn2)no1	0.6%	20%	2%	-11%	1.9%
15	O=C1C2C3C=CC(C3)C2C(=O)N1c1ccc(-c2nc3ccccc3c(=O)o2)cc1 (stereo unspecified)	-0.1%	10%	4%	-27%	3.7%
16	COc1cccc(-c2nc(CS(=O)(=O)CC(=O)N3CCN(c4ccccn4)CC3)c(C)o2)c1	0.4%	0%	19%	-15%	1.7%

cpd	KOR beta-arrestin-1	KOR beta-arrestin-2	Myeloid diff MLP	Myeloid diff MLP GFP+ MAC1+ %	GPR35 antagonists
9	3.2%	-5%	i	1.0	-3%
10	6.6%	-30%	i	0.2	-5%
11	-1.9%	24%	i	4.2	-5%
12	5.8%	-5%	i	8.2	0%
13	-4.7%	-12%	i	0.9	25%
14	-4.6%	-18%	i	0.5	6%
15	.	-14%[20 µM]	i	0.4	2%
16	-2.7%	-17%	i	2.8	14%

Next results follow.
cpd	structure	GPR55 activation	GPR55 antagonists	HEK293 NOD2/NF-kB	NOD1 NF-kB reporter	HIV fusion peptide
17	C/C=C\C=C/C(=O)Nc1cccc(C2=NOC3(C2)C[C@@H](C(N)=O)N(C(=O)CCCCC)C3)c1 (stereo partly specified)	-0.1%	-7%	14%	-9%	2.5%
18	Cc1ccc(-n2c(-c3ccccc3)n[nH]c2=S)c(C)c1	-0.1%	7%	10%	-29%	-0.7%
19	NC(CO)c1cn([C@@H](CCC(=O)O)C(=O)N2CCNCC2)nn1 (stereo partly specified)	-0.1%	-2%	11%	-21%	0.8%
20	COC(=O)c1ccc2c(c1)N(C)CCS2	-0.5%	2%	-11%	-24%	0.0%
21	Cc1cc(Cl)ccc1OC(C)C(=O)NC(C)C1CCCO1 (stereo unspecified)	-0.1%	-2%	3%	21%	0.5%
22	CN(C)/C=C/C(=O)c1cnc2n(c1=O)CCS2	0.3%	-5%	4%	-5%	-0.6%
23	COc1cc2cc(C(c3nnnn3C3CCCC3)N(C)C3CCCCC3)c(=O)[nH]c2cc1OC (stereo unspecified)	-0.1%	-1%	16%	-16%	0.8%
24	c1ccc(-c2nc3ccccc3[nH]2)cc1	0.7%	4%	-65%	-2%	-0.6%

cpd	KOR beta-arrestin-1	KOR beta-arrestin-2	Myeloid diff MLP	Myeloid diff MLP GFP+ MAC1+ %	GPR35 antagonists
17	-1.8%	17%	i	1.2	-14%
18	-1.9%	-45%[20 µM]	i	0.9	-11%
19	2.5%	-18%	i	1.1	-8%
20	5.5%	11%	i	2.0	7%
21	6.4%	-16%	i	0.9	-9%
22	-1.0%	-14%	i	0.5	-2%
23	-5.1%	-8%	i	0.5	-11%
24	-5.3%	-44%[20 µM]	i	1.8	-9%

Next section
cpd	structure	GPR55 activation	GPR55 antagonists	HEK293 NOD2/NF-kB	NOD1 NF-kB reporter	HIV fusion peptide
25	Cc1cccc(OCC(=O)Nc2ccc(C(=O)c3ccc(C(=O)O)cc3)cc2)c1	-0.2%	-4%	15%	-36%	8.4%
26	Cc1cc(C)n(C(=O)CNC(=O)c2ccc(Cl)cc2Cl)n1	-0.2%	-3%	-3%	-22%	-1.1%
27	O=C(CC1N=C(Cc2ccccc2)NNC1=O)N/N=C/c1ccc([N+](=O)[O-])cc1 (stereo unspecified)	0.5%	0%	12%	-31%	0.3%
28	CN(C)c1ccc(C(=S)N2CCN(c3ccccc3)CC2)cc1	0.1%	-4%	-32%	-15%	12%
29	Cc1ccc(S(=O)(=O)N2CCCCC2)cc1NC(=O)COC(=O)c1cc[n+]([O-])cc1	-0.2%	9%	-4%	3%	-1.9%
30	COc1cccc(/C(O)=C/C(=O)C(=O)Nc2ccc(S(=O)(=O)NC(C)=O)cc2)c1	1.2%	9%	-8%	-19%	27%
31	CNS(=O)(=O)c1cccc(C(=O)OCC(=O)Nc2ccc(OC)cc2[N+](=O)[O-])c1	1.1%	10%	11%	-43%	0.0%
32	COc1ccccc1NC(=O)C1=C(C)NC(SCC(=O)c2ccc(C)cc2)=C(C#N)C1c1ccco1 (stereo unspecified)	-0.2%	6%	-11%	27%	8.4%

cpd	KOR beta-arrestin-1	KOR beta-arrestin-2	Myeloid diff MLP	Myeloid diff MLP GFP+ MAC1+ %	GPR35 antagonists
25	-4.9%	11%	i	0.2	-12%
26	-4.7%	-5%	i	0.3	-12%
27	-7.4%	-5%[20 µM]	i	0.2	4%
28	6.1%	9%	i	1.6	5%
29	3.9%	14%	i	1.0	11%
30	-0.8%	27%	i	0.9	3%
31	-2.9%	-5%	i	0.6	-8%
32	-3.5%	-20%	.	.	22%

Later entries.
cpd	structure	GPR55 activation	GPR55 antagonists	HEK293 NOD2/NF-kB	NOD1 NF-kB reporter	HIV fusion peptide
33	Cc1cccc(-n2c(N)cc(=O)nc2SCC(=O)Nc2nnc(CC(C)C)s2)c1	-0.1%	-15%	11%	2%	0.2%
34	COCCn1c(SC(C)C(=O)Nc2ccc3c(c2)OCCO3)nc2ccccc2c1=O (stereo unspecified)	-0.2%	-2%	4%	-36%	2.0%
35	COc1ccc(CNc2ccc(Br)cc2)cc1	-0.1%	-4%	-26%	-31%	1.0%
36	COc1ccc(OC)c(NC(=O)C(=O)N/N=C/c2ccccc2[N+](=O)[O-])c1	-0.1%	12%	10%	-10%	-1.5%
37	O=C(C1=C(O)C(=O)N(CCN2CCOCC2)C1c1cccc([N+](=O)[O-])c1)c1cccs1 (stereo unspecified)	-0.1%	-1%	3%	-7%	-0.9%
38	Cc1cc(NC(=O)c2ccc(Cl)cc2)n(CCOC(=O)c2ccc(Cl)cc2)n1	0.2%	-7%	2%	-8%	2.8%
39	Cc1ccc(-c2ccnc3nc(-n4cccc4)nn23)o1	-0.3%	2%	-22%	-1%	13%
40	CC(C)(C)c1cc2cccnc2n1Cc1ccccc1	0.3%	18%	15%	5%	-1.9%

cpd	KOR beta-arrestin-1	KOR beta-arrestin-2	Myeloid diff MLP	Myeloid diff MLP GFP+ MAC1+ %	GPR35 antagonists
33	-3.4%	-7%	.	.	-2%
34	1.1%	-1%	i	0.5	14%
35	.	1%[20 µM]	i	0.5	4%
36	3.7%	-44%	i	0.6	12%
37	-2.8%	11%	i	0.2	4%
38	-1.9%	20%	i	0.4	18%
39	5.1%	21%	i	0.2	12%
40	-1.3%	6%	i	1.4	-3%

Entries of single compounds, quoted from the list. Values in the order: GPR55 activation, GPR55 antagonists, HEK293 NOD2/NF-kB, NOD1 NF-kB reporter, HIV fusion peptide, KOR beta-arrestin-1, KOR beta-arrestin-2, Myeloid diff MLP, Myeloid diff MLP GFP+ MAC1+ %, GPR35 antagonists
Shown for Cc1cc(NC(=O)c2ccc(Cl)cc2)n(CCOC(=O)c2ccc(Cl)cc2)n1 = 0.2%, -7%, 2%, -8%, 2.8%, -1.9%, 20%, i, 0.4, 18%
Shown for COCCn1c(SC(C)C(=O)Nc2ccc3c(c2)OCCO3)nc2ccccc2c1=O (stereo unspecified) = -0.2%, -2%, 4%, -36%, 2.0%, 1.1%, -1%, i, 0.5, 14%
Shown for CC(C)(C)c1cc2cccnc2n1Cc1ccccc1 = 0.3%, 18%, 15%, 5%, -1.9%, -1.3%, 6%, i, 1.4, -3%
Shown for COc1ccc(CNc2ccc(Br)cc2)cc1 = -0.1%, -4%, -26%, -31%, 1.0%, ., 1%[20 µM], i, 0.5, 4%
Shown for Cc1ccc(-c2ccnc3nc(-n4cccc4)nn23)o1 = -0.3%, 2%, -22%, -1%, 13%, 5.1%, 21%, i, 0.2, 12%
